Assay outcomes from PubChem.
NPYLR7 agonist: mosquito NPYLR7 agonism; AID 1259423; 0.15% of 270,000 active; activation, % at 10 µM; HEK293T NPYLR7/Galpha15, GCaMP6s calcium fluorescence; in the data active = activation above about 40%;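 note: 0% = vehicle and 100% = reference agonist at the receptor; some compounds past the cut are filed as inactive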
hcGAS inh: blocks human cGAS activity; Q8N884; recombinant h-cGAS, ATP depletion, Kinase-Glo luminescence; inhibition, % at 12.5 µM; 0.081% of 290,000 active; AID 1259398;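 note: 0% = vehicle reaction and 100% = reaction without DNA for no activity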
Target sequence (Q8N884 whole entry, looked up): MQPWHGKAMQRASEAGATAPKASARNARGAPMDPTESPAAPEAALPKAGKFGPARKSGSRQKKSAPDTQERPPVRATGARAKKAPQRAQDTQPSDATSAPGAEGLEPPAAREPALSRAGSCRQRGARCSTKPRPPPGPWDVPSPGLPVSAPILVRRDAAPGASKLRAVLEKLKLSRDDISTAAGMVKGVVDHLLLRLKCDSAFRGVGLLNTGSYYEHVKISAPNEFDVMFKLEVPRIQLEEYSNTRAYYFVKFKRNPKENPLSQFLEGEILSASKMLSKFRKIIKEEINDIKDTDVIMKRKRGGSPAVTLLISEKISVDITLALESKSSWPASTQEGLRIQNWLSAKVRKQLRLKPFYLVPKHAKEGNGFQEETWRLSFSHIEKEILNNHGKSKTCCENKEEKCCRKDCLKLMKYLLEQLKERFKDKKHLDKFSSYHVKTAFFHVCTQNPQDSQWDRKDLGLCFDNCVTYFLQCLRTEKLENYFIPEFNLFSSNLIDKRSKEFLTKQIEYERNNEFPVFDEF
mcGAS inh: inhibitors of mouse cGAS | Q8C6L5 | 0.15% of 160,000 active | inhibition, % at 12.5 µM | AID 1259399 | recombinant cGAS, Kinase-Glo ATP depletion luminescence;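 note: 0% = negative control wells and 100% = reference inhibitor with no enzyme activity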
* = called active by the depositor; . = not tested or not shown. Cut-off read from the data, not from the text of the source, unless noted: active = inhibition above about 40%; inactive = the rest. Rows are unselected. About 0.29% of those tested had a hit in this group.

SMILES	NPYLR7 agonist	hcGAS inh	mcGAS inh
Cn1nc(C(=O)N2CCCC(COc3ccccc3F)C2)ccc1=O (stereo not drawn)	11	-7	.
O=C(c1ccc(-c2ccnc3[nH]ccc23)o1)N1CCCCC1	2	3	-9
O=C1CSC(c2cc3c(cc2Br)OCO3)N1c1ccccc1F (stereo not drawn)	-4	4	2
CCOC(=O)C1(Cc2ccc(F)cc2)CCCN(C(=O)CCc2cn3ccccc3n2)C1 (stereo not drawn)	8	-7	-11
CC1Cc2cc(CNC(=O)c3cc(C(C)C)nn3C)ccc2O1 (stereo not drawn)	10	-4	-10
CCCC(=O)N1CCC1(C)C(=O)NS(=O)(=O)c1cccc(Cl)c1 (stereo not drawn)	4	6	.
CCCCS(=O)(=O)N1CCC(n2cc(CCC)nn2)CC1	1	2	-2
CCN(CC)C(=O)C1CCCN(Cc2nc(-c3ccc(OC)cc3F)oc2C)C1 (stereo not drawn)	19	-8	.
Cc1cccc(C)c1Oc1ncccc1CNC(=O)c1cncnc1C	.	-3	-17
O=S(=O)(Nc1nc2ccccc2nc1Nc1ccccc1)c1ccc(Br)s1	4	-6	.
CC(C)(C)c1ccc(C2=N/C(=C\c3cccnc3)C(=O)O2)cc1	0	1	-3
CCn1cc(C(=O)N(Cc2ccccn2)CC(C)C)c(=O)c2ccc(C)nc21	2	-6	.
CCN(CC)C(=O)Oc1ccc2c(ccn2Cc2cc(C(F)(F)F)cc(Cl)c2F)c1-c1ccc(C#N)cc1	4	-8	-6
CCN(CCCNS(=O)(=O)c1c(C)noc1C)c1ccccc1	-3	-5	.
O=c1c2ccccc2nc2c3ccccc3c(N3CCOCC3)nn12	1	-7	.
OC(CN1CCC(c2ccccc2)C1)c1ccc2c(c1)OCCO2 (stereo not drawn)	-1	-4	-6
CCCSc1ncccc1C(=O)N1CCN(Cc2cc(=O)c(OCc3cc(C)cc(C)c3)co2)CC1	24	-8	-7
O=C(C1CNCCN1C(=O)c1ccc(Cn2cnnn2)cc1)N1CCCC1 (stereo not drawn)	1	-6	-8
CCOC(=O)Nc1ccc(C(=O)N2CC(C)OC(C)C2)cc1 (stereo not drawn)	8	-15	.
COc1ccccc1C(=O)N(Cc1c(-c2ccccc2)noc1N(C)C(C)C)C(C)C	12	-6	-6
COCCN(Cc1ccc(OS(=O)(=O)c2cccc(C(F)(F)F)c2)cc1)C(=O)c1cccc(Br)c1	20	0	-5
CC1(c2ccc3c(c2)OCO3)NC(=O)N(Cc2ccc(Cl)cc2)C1=O (stereo not drawn)	6	-7	.
COc1cc(C2c3cccn3CCN2C(=O)Nc2cccs2)cc(OC)c1OC (stereo not drawn)	15	-5	.
O=c1cc(-c2ccc(F)cc2)[nH]n1-c1nc2ccccc2[nH]1	0	2	2
CC(=O)c1c(C)nc2ccc([N+](=O)[O-])cc2c1-c1ccccc1	0	0	-3
Later entries.
SMILES	NPYLR7 agonist	hcGAS inh	mcGAS inh
CSc1ccc(OC(C)C(=O)NCC2CCCN(C)C2)cc1 (stereo not drawn)	1	6	-1
Cc1nc(NC(=O)CN2CCC(Cc3ccccc3)CC2)sc1C(=O)N(C)C	-8	-4	.
COc1cc2c(cc1OC)CN(c1ncccc1[N+](=O)[O-])CC2	-1	-4	.
COC(=O)c1c(C)c(C(=O)C(C)N(Cc2ccco2)C(=O)c2cc(OC)cc(OC)c2)c(C)n1C (stereo not drawn)	-12	-7	-5
CNC(=O)NC(=O)C(C)Nc1ccc(OC2CCCC2)cc1 (stereo not drawn)	3	-2	-15
COC(=O)c1ccc(COC(CN2CCN(C(=O)c3ccccc3OC)CC2)c2cccc(OC)c2)cc1 (stereo not drawn)	.	-10	-9
O=C(c1ccccc1F)N1CCSC1c1cccc(F)c1 (stereo not drawn)	12	-8	-5
CCN(CC)CCN(C)CC1CCCCC1	-12	-4	.
CSc1ccc(CN2CCC2(C)C(=O)NCCc2ccccc2)cc1 (stereo not drawn)	1	-10	.
C=CCOC(=O)C1C(C)=Nc2nc(SCC(C)C)[nH]c(=O)c2C1c1cccc(F)c1 (stereo not drawn)	-5	-10	.
CC(=O)NCc1cccc(/C=C/c2ccccc2)c1	4	-6	-16
COc1cccc(CCn2ccnc2-c2ccccn2)c1	2	2	-8
CN(C)CCCN(C(=O)c1ccc(Br)s1)c1nc2ccc(Cl)cc2s1	5	-6	-8
Cc1cccc(CC(=O)Nn2cnc3c(cnn3-c3ccccc3)c2=O)c1	5	-11	.
Cc1nc(-c2ccccc2)nc(N2CCN(C(=O)c3ccccc3F)CC2)c1Cc1ccc([N+](=O)[O-])cc1	.	-4	-3
CC(=O)Nc1ccc(Nc2cc(N3CCCCC3)c3nonc3c2[N+](=O)[O-])cc1	0	-4	-8
Cc1ccccc1NC(=O)CN(C)c1ccccc1	-1	-2	.
COCC(=O)N1CCCC(OCc2ccc(Br)cc2)C1 (stereo not drawn)	-11	-6	-5
O=C1OC(/C=C\c2cccc([N+](=O)[O-])c2)=NC/1=C/c1cccnc1	3	-6	-4
Fc1ccccc1-n1c(SCc2cccc(C(F)(F)F)c2)nnc1-c1cccnc1	-3	-3	-7
CCCCN(CC(=O)N(CCc1c[nH]c2ccccc12)Cc1ccc(OC)cc1)S(=O)(=O)c1ccc(Cl)cc1	16	-8	-6
CC(C)c1nc2sc3ccccc3c(=O)c2c(=O)n1Cc1ccccc1	-3	-4	.
COC(CNC1CCN(c2ccccc2)CC1)c1cccs1 (stereo not drawn)	.	-3	-17
COc1ccc(OC)c(-c2cc(C(=O)NCCC(=O)O)no2)c1	26	-5	.
CC(C)c1nc(SCC(=O)N(C)CCOc2ccc(Cl)cc2)n[nH]1	24	-7	.
Next records follow.
SMILES	NPYLR7 agonist	hcGAS inh	mcGAS inh
O=C(c1ccccc1F)N1CCN(Cc2ccccc2)CC1	2	-3	-4
Cc1nn(C(C)C(=O)NCc2ccco2)c(=O)c2cc3occc3n12 (stereo not drawn)	8	-4	-3
COc1ccccc1OCc1cc(C(=O)NC(C)C2=CCCCC2)n[nH]1 (stereo not drawn)	15	-3	-9
Cc1nc(C)c(Cc2ccc(F)cc2)c(N2CCN(C(=O)NC(C)(C)C)CC2)n1	.	-8	-5
S=c1n(CN2CCOCC2)nc2c(Cl)cc(Cl)cn12	5	5	-2
Cc1nnc(NC(=O)CSc2nnc(N)s2)s1	9	-6	-5
Cc1ccc(-n2nnnc2-c2nc3ccccc3[nH]2)c(C)c1	-1	-10	-10
Cc1ccccc1C(C)NC(=O)Nc1ccc(S(C)=O)cc1 (stereo not drawn)	-22	-1	.
Cc1cc(NC(=O)Cc2ccc(F)cc2)n(-c2ncnc3c2cnn3-c2ccc(F)cc2)n1	4	-7	-9
Cc1ccoc1C(=O)N(C)CCn1cc(C(=O)N2CCSCC2)nn1	16	-8	.
COCCCC1(C(=O)O)CCCN(c2noc(C3CC3)n2)C1 (stereo not drawn)	.	-8	-5
O=C(Nc1ccc(NC(=O)N2CCCCCC2)c(C(F)(F)F)c1)c1ccoc1	-5	1	.
CCCCCn1c(NCCCC)nc2c1c(=O)[nH]c(=O)n2C	.	-7	-10
O=C(Nc1cc(C2CCCC2)[nH]n1)c1cccnc1Oc1cccnc1	3	-7	-16
COc1ccccc1CNC(=O)c1ccc(C)c(NC(=O)C2CC2)c1	16	-2	-17
CCNc1nc(SC(C)C(=O)NC2CCS(=O)(=O)C2)nc2ccccc12 (stereo not drawn)	8	-6	.
Cc1nc2ccc(Cl)cn2c(=O)c1NC(=O)c1c(F)cccc1Cl	4	-15	.
Cc1ccc(Cc2nc(N3CCN(C(=O)/C=C/c4ccccc4)CC3)c3c(C)nn(-c4ccc(F)cc4)c3n2)cc1	-9	0	2
Cc1ccc(-c2nnc(CN3CCN(c4cc(Nc5ccccc5)nc(N)n4)CC3)o2)cc1	2	5	.
COc1c(C)cnc(CN(C)C(=O)c2ccc(-n3cnnc3)cc2)c1C	22	1	-13
CCc1ccc(S(=O)(=O)Nc2cc(-c3cn4nc(OC)ccc4n3)ccc2C)s1	-11	-8	-8
CCCCCCN(C(=O)c1cc(C(F)(F)F)cc(C(F)(F)F)c1)C(C)c1nc2ccccc2c(=O)n1-c1ccccc1OC (stereo not drawn)	.	5	0
O=C(O)c1ccc2c(c1)n(CC1CCCO1)c(=O)n2CC1CC1 (stereo not drawn)	-4	-3	-6
Cc1ccn(-c2ccc(NCC(=O)NCC(C)C)nn2)n1	7	-7	.
CC(C)n1c(=O)c(C(=O)NCc2ccncc2)cc2cccnc21	6	-2	-5
(next part)
SMILES	NPYLR7 agonist	hcGAS inh	mcGAS inh
Cc1nc2c(OCc3ccc(OC(F)F)cc3)cccn2c1N(C)C(=O)CCC1CCCC1	-13	2	0
Cc1cccc(=O)n1CCC(=O)N1CCC2(CC1)c1ccccc1[C@@H](N)[C@@H]2O	-1	2	-2
Cc1ccccc1OCc1n[nH]c(=S)n1-c1ccccc1	-6	-4	-4
CCc1nc2ccc(C(=O)Nc3cccc(NS(C)(=O)=O)c3)cn2c1N(CC)Cc1ccc(OC)c(OC)c1	-4	2	2
O=C1NC(=Nc2ccccc2Cl)S/C1=C/c1cccnc1	-8	-4	-6
CC(C)C(C)NC(=O)Cn1nnc(-c2ccccc2)n1 (stereo not drawn)	4	-6	.
COc1ccc2c(c1)C(NC(=O)c1noc(C)c1CO)CC(C)(C)O2 (stereo not drawn)	-4	0	.
CCC(=O)Nc1ccc(OCC(=O)N(C)Cc2csc(C)n2)cc1	-18	-6	-1
CCOc1cc([C@@H](CS(C)(=O)=O)N2C(=O)c3cccc(NC(C)=O)c3C2=O)ccc1OC	17	-7	-10
COc1ccc(-c2cc(C(=O)N3CCC(n4c(=O)[nH]c5ccccc54)CC3)n3nc(-c4ccc(Cl)cc4)cc3n2)cc1	-2	3	-1
O=C1CC(c2ccccc2)CN1Cc1nc(Cc2ccccc2)n[nH]1 (stereo not drawn)	3	1	.
CCc1ccccc1NC(=O)C(=O)N1CCCn2nc(C(=O)N3CCCC3)cc2C1	3	-6	.
CCCCCCCCOc1ccc(/C=C/C(=O)Nc2nnc(SCC)s2)cc1	-3	-4	.
N#CC1(NC(=O)c2ccc(Sc3ccccc3Cl)nn2)CC1	0	-7	.
CC(=O)Nc1cccc(-c2ccc3[nH]ncc3c2)c1	8	-7	.
CC(C)n1cnnc1CN(C)C(=O)[C@@H]1C[C@H]1c1ccccc1	-1	-8	.
COCCNCC(=O)N(CCc1ccccc1)Cc1ccco1	-9	-5	-6
COc1ccc(C(C)=O)cc1Cn1c(C)c(C(=O)NC2CC2)sc1=O	-3	-2	.
COCCCNC(=O)c1cc2n(n1)CCN(Cc1cccc(F)c1)C2=O	15	-4	-9
COc1cc(OC)c(OC)cc1CNCc1ccnc(N2CCOCC2)c1	-3	4	.
COc1ccccc1-c1nn(-c2ccccc2)c(OC(C)=O)c1-c1ccc(N)cc1	34	0	.
Cc1ccc(S(=O)(=O)NC2CC2)cc1C(=O)N(C)c1ccccc1	0	-10	.
C=CCNc1nc(-c2ccccc2)cc(C(F)(F)F)c1C#N	-5	-1	1
Cc1ccc(NC(=O)C(C)NC(=O)CN2CCOC2=O)c(F)c1 (stereo not drawn)	.	-9	-10
CC(NS(=O)(=O)c1ccc(Br)s1)c1cccnc1 (stereo not drawn)	9	-9	.
(further entries)
SMILES	NPYLR7 agonist	hcGAS inh	mcGAS inh
c1cc(-c2ccco2)cc(-c2nccn2CCN2CCOCC2)c1	17	-5	-18
CCOc1ccc(C(=O)Nc2c(C)nc3ccccn3c2=O)cc1OCC	-2	-4	.
CCCCn1c(N=Cc2c[nH]c3ccccc23)nc2ccccc21	0	1	-3
O=C(CN1CCOCC1)N(C1CCCCC1)C1CCS(=O)(=O)C1 (stereo not drawn)	4	-4	.
C=C(C)Cn1c(=O)c2c(nc3n2CCN3c2ccc(CC)cc2)n(C)c1=O	1	-16	.
CC1CC(C)CN(C(=O)CN2C(=O)NC3(CCOc4ccccc43)C2=O)C1 (stereo not drawn)	3	-4	.
CCn1nnc2c(SCc3ccccc3)ncnc21	-1	0	.
Nc1cncc(-n2cnc3ccccc32)c1	1	-5	-10
Cc1ccc(C#N)cc1S(=O)(=O)Nc1ccc2n[nH]nc2c1	0	1	.
Cc1cc(C)cc(-c2nc3cc(C)ccn3c2NC(=O)COCc2ccccc2)c1	-2	-5	-6
O=C(c1cc(C2CC2)nc2ccccc12)N1CCN(S(=O)(=O)c2ccc3c(c2)CCC3)CC1	12	-3	.
CC(C)NC(=O)C1CCN(C2CCN(C3CCSCC3)CC2)CC1	-3	-7	-2
